ALOX12 inh – inhibitors of human 12S-lipoxygenase ALOX12; Potency, µM (top dose mostly 108 µM), for inactives: at the top dose activity change, negative = inhibition, actives largely listed as inhibitors; actives 1.1% (n = 580,000); P18054; purified 12hLO, xylenol orange hydroperoxide absorbance; AID 1671190; active means well fitted inhibition curve with a large enough effect; inconclusive means small, poorly fitted or top-dose-only effect, or another doubt; inactive means no such curve, though single readings can be large or run the other way
Target sequence (P18054 whole entry, looked up): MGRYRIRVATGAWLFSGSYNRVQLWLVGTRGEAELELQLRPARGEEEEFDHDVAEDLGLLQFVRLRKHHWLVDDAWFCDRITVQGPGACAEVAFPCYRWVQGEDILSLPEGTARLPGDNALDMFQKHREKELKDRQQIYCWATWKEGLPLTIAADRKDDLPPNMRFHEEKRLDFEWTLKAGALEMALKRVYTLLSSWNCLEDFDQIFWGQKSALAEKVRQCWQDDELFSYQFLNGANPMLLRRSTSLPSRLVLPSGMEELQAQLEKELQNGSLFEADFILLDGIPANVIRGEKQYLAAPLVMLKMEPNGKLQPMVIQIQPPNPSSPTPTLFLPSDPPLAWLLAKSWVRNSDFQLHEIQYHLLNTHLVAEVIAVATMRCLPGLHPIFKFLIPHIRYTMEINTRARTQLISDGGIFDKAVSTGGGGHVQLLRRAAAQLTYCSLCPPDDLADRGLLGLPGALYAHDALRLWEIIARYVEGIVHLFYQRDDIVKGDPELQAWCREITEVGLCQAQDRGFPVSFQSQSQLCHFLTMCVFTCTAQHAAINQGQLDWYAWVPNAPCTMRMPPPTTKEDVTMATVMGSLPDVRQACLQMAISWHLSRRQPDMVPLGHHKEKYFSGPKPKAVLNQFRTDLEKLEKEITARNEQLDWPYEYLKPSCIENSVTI
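Purified human 12hLO (150 nM final) in 25 mM Hepes, 0.01% Triton X-100, pH 7.0 was preincubated 15 min at room temperature with compound. Then 40 uM arachidonic acid was added, 30 min. Hydroperoxide was read by Fe-XO absorbance ratio 573/405 nm.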
* marks the source's active call; other numbers are inactive results; ? = inconclusive; & = joins results of further samples; [ ] = dose if it differs, or a comment. On the % scale 0 is the no-effect control and ±100 the full control effect; potency means the concentration at half of the fitted maximal effect. These rows are one share of the data. The share of hits here may be higher or lower than overall.

cpd	Structure	ALOX12 inh
1	Cn1cnc2c1c(=O)n(CCCSCc1ccccc1Cl)c(=O)n2C	15%
2	Fc1ccc(CN2CCCC3(CC(c4cccc(C(F)(F)F)c4)=NO3)C2)cc1 (stereo not drawn)	37%
3	C#CCOc1ccccc1CN1CCN(c2ncc(F)cn2)CC1	54%[activator]
4	COC(=O)c1ccc(/C=C(/C#N)C(=O)Nc2cccc(OC)c2)cc1	?
5	Cc1ccccc1NC(=O)CSC1=C(C#N)C(c2ccccc2C)C2=C(CCCC2=O)N1 (stereo not drawn)	6%
6	COC(=O)c1ccc(C)c(NS(=O)(=O)c2c(C)nn(C)c2C)c1	-39%
7	CCn1cc(S(=O)(=O)N2C[C@@H](Oc3ccccc3)C[C@@H]2C(=O)NC)cn1	25%
8	COC(=O)COc1ccc2c(C)c(-c3ccccc3)c(=O)oc2c1	9%
9	CCOc1ccccc1CNC	-29%
10	CS(=O)(=O)N1C[C@H]2CCN(Cc3cn[nH]c3-c3ccccc3)C[C@H]21	44%
11	Cn1c(C(=O)NC2CCN(Cc3ccccc3)CC2)cc2c1CCN(Cc1ccccc1)C2	94%[activator]
12	CC1(COc2ccccc2)COc2ccc(C(=O)N3CCOCC3)cc2N1 (stereo not drawn)	5%[176 µM]
13	CCOc1ccc(CN2C[C@@H](NC(=O)c3cccnc3)C[C@H]2CO)cc1	?
14	C#CCNC(=O)c1cc(-c2cccc(C(F)(F)F)c2)c2nncn2n1	1%[6.33 µM]
15	CNc1nc(-c2ccc(N(C)S(C)(=O)=O)cc2)cs1	-76%
16	Cc1cccc(/C=C/C(=O)c2cc3cc(Cl)ccc3oc2=O)c1	-64%
17	O=C(O)c1cccc(NC(=O)N2CCc3[nH]cnc3C2c2cccc(F)c2)c1 (stereo not drawn)	-83%
18	O=C(NCc1noc(-c2ccco2)n1)c1ccc(Br)cc1	-23%
19	CCOC(=O)c1ccc(N2C(=O)C(O)(C(F)(F)F)C3=C2CC(C)(C)CC3=O)cc1 (stereo not drawn)	-12%
20	C[C@@H]1CN([C@@H](C)CO)C(=O)CCCn2cc(nn2)CO[C@H]1CN(C)C(=O)Nc1cccc(F)c1	19%

Entries listed so far containing a cyano group (two):
cpd	Structure	ALOX12 inh
4	COC(=O)c1ccc(/C=C(/C#N)C(=O)Nc2cccc(OC)c2)cc1	?
5	Cc1ccccc1NC(=O)CSC1=C(C#N)C(c2ccccc2C)C2=C(CCCC2=O)N1 (stereo not drawn)	6%

Other structures
cpd	Structure	ALOX12 inh
21	O=C(c1n[nH]c(=O)c2ccccc12)N1CCC(c2nc(CCOCC3CC3)no2)C1 (stereo not drawn)	10%
22	O=C(NC1CCCN(c2cc(-c3ccc(F)cc3)[nH]n2)C1)c1cccs1 (stereo not drawn)	59%[activator]
23	Cc1ccc(Cl)cc1NC(=O)c1n[nH]c(=O)c2ccccc12	?
24	CCCN1C(=O)C(CC(=O)N2CCCCCC2)Sc2ncccc21 (stereo not drawn)	-12%
25	O=C(CCCc1cccs1)N1CCCC1	-44%
26	N#Cc1ccccc1-n1ccnc1	?
27	CSc1ccccc1NC(=O)c1ccc(F)cc1	0%
28	Cc1c(C)c2cc(Cl)c(OCC(=O)NCCN3CCOCC3)cc2oc1=O	-7%
29	O=C(CSc1cnc2ccccc2n1)Nc1ccc2c(c1)OCCCO2	16%
30	CCCCn1c(=O)[nH]c(=O)c2c1nc(-c1ccccn1)n2CCOC	-5%
31	O=S1(=O)NC2(CCN(Cc3c[nH]c4ccccc34)C2)COc2ccncc21 (stereo not drawn)	?
32	C[S+](=O)([O-])N1Cc2ccccc2CC2(CCCN(CC3CCNCC3)C2)C1 (stereo not drawn)	?
33	O=[S+]([O-])(c1cccc(C(F)(F)F)c1)N1CCc2nc(-c3ccc(Cl)cc3)nc(-c3ccccc3)c2C1	-5%
34	CC1(C)CC(=O)C2=C(C1)OC(N)=C(C#N)C2c1ccc(-c2ccc(Br)cc2)o1 (stereo not drawn)	20µM*
35	CCCC1CCC(c2ccc(C#N)c(=O)[nH]2)CC1 (stereo not drawn)	?
36	CCc1cc(=O)n(CC(=O)Nc2cccc(C(C)C)c2)c(N2CCOCC2)n1	11%
37	COc1ccccc1-n1nc(Cc2ccccc2)n(CC(=O)NC(C)C2CC2)c1=O (stereo not drawn)	15%
38	O=C(Nc1ccc(Cl)cc1)c1nc2c(o1)CCN(Cc1ccncc1)CC2	36%[activator][176 µM]
39	Cc1[nH]c2ccccc2c1C(=O)C(C#N)C(=O)C1CC=CCC1 (stereo not drawn)	?
40	Cc1ccc(NC(=O)[C@H](Cc2ccccc2)NC(=O)OC(C)(C)C)cc1	-5%

Some of these compounds in order of their number in ALOX12 inh, falling.
No. | mol | ALOX12 inh
10 | CS(=O)(=O)N1C[C@H]2CCN(Cc3cn[nH]c3-c3ccccc3)C[C@H]21 | 44%
37 | COc1ccccc1-n1nc(Cc2ccccc2)n(CC(=O)NC(C)C2CC2)c1=O (stereo not drawn) | 15%
27 | CSc1ccccc1NC(=O)c1ccc(F)cc1 | 0%
6 | COC(=O)c1ccc(C)c(NS(=O)(=O)c2c(C)nn(C)c2C)c1 | -39%
17 | O=C(O)c1cccc(NC(=O)N2CCc3[nH]cnc3C2c2cccc(F)c2)c1 (stereo not drawn) | -83%

(more compounds)
cpd	Structure	ALOX12 inh
41	CNC(=O)[C@@H]1CN(C(=O)c2ccc(C(C)(C)C)cc2)C[C@H]1CO	15%
42	CCCc1nc2cccnc2n1C1CCN(C(=O)CC2NC(=O)c3ccccc32)CC1 (stereo not drawn)	17%
43	COc1cc(/C=C(/C#N)C(=O)OC(C)C)cc(Cl)c1OC	?
44	O=C(COc1ccc(Br)cc1F)OCC(=O)c1ccc[nH]1	9%
45	COc1ccc(C)cc1-c1cn(C)c(=O)n2cc(COc3ccc(Cl)cc3)nc12	-2%[176 µM]
46	O=C1NC(=NC2CCCCC2)C2(CCCN(Cc3ccccc3)C2)N1c1cccnc1 (stereo not drawn)	1%[6.33 µM]
47	Cc1ccc(C)c(S(=O)(=O)NCCc2coc(-c3ccccc3)n2)c1	7%
48	CS(=O)(=O)NC1CCN(Cc2cc(=O)c3cc(C(N)=O)ccc3[nH]2)CC1	13%
49	Cc1nn(CC(=O)N2CCCCCC2)c(=O)c2nc(C(C)C)sc12	42%[activator]
50	COc1ccc(NC(=O)c2ccc3c(c2)C(O)CCCCCN3C)cn1 (stereo not drawn)	235%[activator]
51	CCOc1ccc(C(=O)N2CC(c3nnc(C(C)C)o3)C3(CCOCC3)C2)cc1OCC (stereo not drawn)	71%[activator]
52	CN1CCCN(C(=O)c2nc3sccn3c2CN2C[C@]3(C)C[C@H]2CC(C)(C)C3)CC1	-4%
53	Cc1ccc(C(=O)Nc2cccc(-c3nc4ccccc4o3)c2)cc1[N+](=O)[O-]	?
54	COC[C@H]1C[C@@H](N(C)C)[C@H](O)[C@@H]1O	?
55	O=C(O)CCC(=O)N1Cc2ccccc2CC2(CCCN2Cc2cccnc2)C1 (stereo not drawn)	?
56	Cc1ccc(NC(=O)N2CCC(CCNC(=O)c3ccc(F)cc3)CC2)cc1F	0%
57	O=C(CCn1nc(-c2ccc(Cl)cc2)c2ccccc2c1=O)N1CCOCC1	-37%
58	CN(Cc1cn(-c2ccccc2)nn1)C1CCSCC1	-5%
59	COCCN1C(=O)c2cccn2CC1CNC(=O)c1ccc(F)cc1 (stereo not drawn)	8%
60	O=C(c1ccncn1)N1CC(F)(F)C[C@H]1c1nc(C2CC2)no1	26%
61	O=C(O)C1CCc2nnc(C3CCCN(C(=O)c4ccc5c(c4)OCO5)C3)n21 (stereo not drawn)	0%[6.33 µM]
62	CCC[C@H]1CN(CCS(C)(=O)=O)C[C@@H]1NC(=O)C1CCOCC1	?
63	Cc1cnc(C(=O)NCc2cccs2)cn1	3%
64	COCCN1CC(C(=O)N2CCC(O)(c3ccc(F)cc3)CC2)CCC1=O (stereo not drawn)	7%
65	COc1ccc(CN2C(=O)C(CC(=O)NCCCCc3ccccc3)CC(C(=O)N3CCCCCC3)=C2C)cc1 (stereo not drawn)	-5%
66	CCCS(=O)(=O)N1CCc2nn(CCOC)c(=O)n2CC1	41%[activator]
67	COC(=O)c1ccc(Oc2nc(N(C)C)nc(N3CCCCC3)n2)cc1	-28%
68	O=C(COc1ccc(F)cc1)N1CCC(n2cc(-c3nc(-c4ccccc4)no3)nn2)C1 (stereo not drawn)	8%
69	COc1ccc(NC(=O)N2CCC(Oc3ccc(-c4noc(C5CC5)n4)cc3)C2)cc1 (stereo not drawn)	41%[activator]
70	O=S(=O)(NCCCn1ccc2ccccc21)c1ccccc1F	8%
71	CCCS(=O)(=O)Nc1ccc2c(c1)CC(=O)N2CC	2%
72	Cc1cc(OC(=O)c2ccc(Cl)cc2)cc(OC(=O)c2ccc(Cl)cc2)c1	4%
73	CC(C)(CC(=O)O)CC(=O)Nc1ccccc1	-10%
74	C[C@]1(CO)C2CC[C@@H](O)[C@@H](CC(=O)N3CCCC3)[C@]2(C)CC[C@H]1OC(=O)Nc1cccc(F)c1 (stereo partly drawn)	5%
75	Cc1ccccc1N1Cc2c(ncnc2N2CCOCC2)N(C)CC1=O	0%
76	C#CCN1CCC(C(=O)NCCN(C(C)C)C(C)C)CC1	-52%
77	C=C(C)COc1ccc2c(=O)c(Oc3ccc(C(=O)OCC)cc3)c(C)oc2c1	39%[activator]
78	Cc1ccc(-n2c(C3CCN(C(=O)c4cccc(Cl)c4)CC3)n[nH]c2=O)cc1	3%
79	O=C(CN1CCn2nc(C(O)CO)cc2C1)Nc1ccc(Cl)cn1 (stereo not drawn)	?
80	CCc1nc2nccc(-c3ccc(OC)c(OC)c3)n2n1	14%
81	Cc1cc(=O)n(CC(=O)Nc2cccc(F)c2)c(-c2ccc(F)cc2)n1	8%
82	CC(O)c1cc2n(n1)CCN(Cc1cc(=O)n3nc(C4CC4)sc3n1)C2 (stereo not drawn)	15%
83	COc1cccc(CNC(=O)N2CC3CC(C2)[C@H]2CCCC(=O)N2C3)c1 (stereo partly drawn)	42%[activator]
84	COc1ccc(Cc2nn3c(C(C)C)nnc3s2)cc1OC	-47%
85	CS(=O)(=O)N1CCC2(CC1)CN(Cc1ccncc1)Cc1ccccc1O2	5%[6.33 µM]
86	CC(C)CNC(=O)C1Cn2cccc2C(=O)N1C (stereo not drawn)	7%
87	N#CC1=C(N)OC2=C(C(=O)CC(c3ccccc3)C2)C1c1ccc(Cl)cc1Cl (stereo not drawn)	?
88	COc1cccc(N2CCN(C(=O)CCn3ccn4nc5c(c4c3=O)CCCC5)CC2)c1	21%
89	O=C(CS(=O)(=O)Cc1coc(-c2cccc(F)c2)n1)NC1CCCCCC1	0%
90	CC(C)(C)NC(=O)CC1(C(=O)NCc2ccccc2)CCCC1	-3%
91	N#Cc1cccc(NC(=O)CCn2ccn3nc4c(c3c2=O)CCCC4)c1	14%
92	CC(C)(C)C(=O)COC(=O)c1nn(-c2ccccc2)c(=O)c2ccccc12	?
93	COc1cc(NC(=O)Cn2c(N3CCOCC3)nc(C)cc2=O)cc(OC)c1OC	12%
94	COc1cccc(N2C(=O)c3cc4oc(C)cc4n3CC2(C)C(=O)NC2CCCCCC2)c1 (stereo not drawn)	?
95	N#CCOc1ccc2c(=O)c(-c3ccc(Br)cc3)c(C(F)(F)F)oc2c1	?
96	CCc1ccc(C(=O)CCC(=O)OCc2ccc(C#N)cc2)cc1	25%
97	Cc1nn2c(c1-c1ccccc1OCc1ccccc1)N(C(=O)C(C)C)CCC2	33%[176 µM]
98	Cc1ccc2c(c1)C(C[C@H]1CN(C(=O)NC(C)C)CC[C@H]1CC(=O)O)=NCC2	?
99	O=C(Nc1ccccc1)O[C@@H]1CO[C@H]2[C@@H]1OC[C@@H]2NC(=O)c1ccc(C(F)(F)F)cc1	?
100	CCOC(=O)c1ccc(NC(=O)COC(=O)c2cc(C)nc3ccccc23)cc1	-6%

(continued)
cpd	Structure	ALOX12 inh
101	O=C(c1cccnc1)N1CCC12Cc1ccccc1NC2=O (stereo not drawn)	40%[activator][176 µM]
102	CCOc1ccccc1NC(=O)N1CC[C@H]2C(=O)NCCCCCCN(Cc3ccncc3)[C@@H]2C1	16%
103	COc1cccc(CC(=O)N[C@H](Cc2ccccc2)C(=O)N2CCOCCNC(=O)CC2)c1	12%
104	CCOC(=O)C1(Cc2cccc(C(F)(F)F)c2)CCN(Cc2cn(CC)nc2C)CC1	80%[activator]
105	CCC(=O)N1CC(=O)N2[C@H](C1)[C@@H](c1ccc(Br)cc1)[C@@H]2CO	-2%
106	O=C(c1cccc(Cl)c1)N1CCC(N2CCCNC2=O)CC1	11%&43%[176 µM]
107	CN1C(=O)CCCCC1C(=O)NCc1cccc(F)c1 (stereo not drawn)	37%
108	CC(C)C(=O)N1CC[C@H](CO)[C@H](NC(=O)C2CC2)C1	42%[activator]
109	COc1ccc(-c2cc3nc4c(c(=O)n3[nH]2)CN(C(=O)c2n[nH]c3c2CCCCCC3)CC4)cc1	0%
110	Nc1nc(CN2CCN(C(=O)c3ccc(OC(F)(F)F)cc3)CC2)nc2ccccc12	14%
111	CS(=O)(=O)c1ccc(CN2CCC(C(O)c3ccccn3)CC2)cc1 (stereo not drawn)	?
112	COc1ccc(CNC(=O)C23CC4CC(CC(C4)C2)C3)cc1	13%
113	CCN(Cc1cn(Cc2ccc(C)cc2)nn1)S(=O)(=O)c1ccccc1Br	0%

Another view of some results above.
106	O=C(c1cccc(Cl)c1)N1CCC(N2CCCNC2=O)CC1
  ALOX12 inh = 11%&43%[176 µM]

107	CN1C(=O)CCCCC1C(=O)NCc1cccc(F)c1 (stereo not drawn)
  ALOX12 inh = 37%

Screening data as filed in PubChem.
